Source: PubChem BioAssay (National Center for Advancing Translational Sciences (NCATS))
HCV inhibitor: blocks hepatitis C virus | Huh7.5.1 HCVcc-Cre infection, luciferase reporter, 44 h | Potency, µM (series often up to 41.8 µM), for inactives: at the highest dose activity change, negative = inhibition, most hits filed as inhibitors | hit rate 3.4% among 340,000 | AID 651820; note: potency is the fitted concentration of half-maximal effect
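Compounds are dispensed onto cells plated 4 h earlier at 1,000 per well, with HCVcc-Cre virus (about 0.5 moi) added next. Following 44 h of culture, luminescent signal is measured for 15 sec after 15 min with substrate at room temperature.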
AMA1-RON2 inh: inhibitors of Plasmodium falciparum AMA1-RON2 interaction | hit rate 0.2% among 360,000 | AID 720542 | Potency, µM (top dose mostly 58.2 µM), for inactives: at the highest dose activity change, negative = inhibition, actives largely listed as inhibitors | AlphaScreen AMA1-biotinylated RON2 peptide binding;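 note: potency is the fitted concentration of half-maximal effect; 0% = vehicle wells and -100% = peptide control; nearly all actives have a fitted effect of over 45% in size; some results filed as inactive show a strong effect at the top dose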
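AMA1 (3D7) with his tag at 25 nM final met compounds first, then biotinylated RON2 peptide at 25 nM; detection used donor plus acceptor beads, 10 µg/mL apiece, read by AlphaScreen after 30 min at room temperature.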
TbPYK inhibitor: T. brucei pyruvate kinase inhibition; Q57TT1; TbPYK enzyme, Kinase-Glo Plus ATP luminescence, 45 min; Potency, µM (doses to about 76.8 µM), for the others: at the highest dose activity, negative = inhibition, most hits filed as inhibitors; hit rate 0.12% among 410,000; note: potency is the fitted concentration of half-maximal effect; nearly all actives have a fitted effect of over 50% in size
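Quantitative HTS: titrated library compounds versus trypanosomal pyruvate kinase in TEA buffer (pH 7.2) containing KCl, MgCl2, BSA and Tween-20. Reactions were initiated with ADP, 130 uM final. Kinase-Glo Plus luminescence was read after 45 min at RT.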
HCMV antiviral: blocks human cytomegalovirus replication. activity change, negative = inhibition, % at 57.5 µM. HFF cells, HCMV-luciferase reporter, 72 h; stronger effect = lower value. hit rate 4.5% among 410,000; in the data active = activity change below about -60%; inconclusive = no clear call, values can overlap the other calls; inactive = above about -39%
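Two compound doses tested in HFFs infected with HCMV-luciferase, MOI 1 PFU/cell, 72 h at 37C. Lysate luminescence read with OneGlo; data normalized against buffer-only and 10uM Salinomycin inhibitor controls.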
LmPK inh: inhibitors of Leishmania mexicana pyruvate kinase. Q27686. purified LmPK, Kinase-Glo ATP luminescence, 1 h. Potency, µM (titrated, usually from 57.5 µM), without a hit: at the top dose activity change, negative = inhibition, most hits filed as inhibitors. hit rate 0.37% among 290,000. AID 1721; note: potency is the fitted concentration of half-maximal effect
Target sequence (Q27686 whole entry, looked up): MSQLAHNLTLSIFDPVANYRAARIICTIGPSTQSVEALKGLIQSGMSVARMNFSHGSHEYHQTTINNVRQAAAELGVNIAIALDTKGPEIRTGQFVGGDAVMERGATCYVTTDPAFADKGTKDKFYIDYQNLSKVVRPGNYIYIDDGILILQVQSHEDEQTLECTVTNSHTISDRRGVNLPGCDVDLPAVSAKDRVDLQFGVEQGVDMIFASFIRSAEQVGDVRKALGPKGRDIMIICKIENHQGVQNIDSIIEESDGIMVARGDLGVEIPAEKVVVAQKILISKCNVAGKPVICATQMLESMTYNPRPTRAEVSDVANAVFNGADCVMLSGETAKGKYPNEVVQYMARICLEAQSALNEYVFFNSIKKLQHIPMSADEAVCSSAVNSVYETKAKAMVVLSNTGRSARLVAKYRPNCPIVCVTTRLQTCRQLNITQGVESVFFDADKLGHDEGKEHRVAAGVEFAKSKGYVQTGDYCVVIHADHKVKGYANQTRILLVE
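Purified LmPK (0.1 nM) with 0.5 mM PEP and 0.1 mM ADP in imidazole buffer pH 7.2 with MgCl2/KCl, 1 h at room temperature. ATP formed was read by luciferase luminescence and normalized to no-enzyme and uninhibited controls.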
AmpC inh detg: AmpC beta-lactamase inhibition with detergent present; P00811; AmpC hydrolysis of nitrocefin, absorbance 480 nm, 0.01% Triton; Potency, µM (doses to about 114 µM), inactives show at the highest dose activity change, negative = inhibition, most hits filed as inhibitors; hit rate 0.041% among 370,000; AID 485294;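 note: potency is the fitted concentration of half-maximal effect; 0% = no-compound wells and -100% = no-enzyme wells; nearly all actives have a fitted effect of over 25% in size; some results filed as inactive show a strong effect at the top dose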
Target sequence (P00811 whole entry, looked up): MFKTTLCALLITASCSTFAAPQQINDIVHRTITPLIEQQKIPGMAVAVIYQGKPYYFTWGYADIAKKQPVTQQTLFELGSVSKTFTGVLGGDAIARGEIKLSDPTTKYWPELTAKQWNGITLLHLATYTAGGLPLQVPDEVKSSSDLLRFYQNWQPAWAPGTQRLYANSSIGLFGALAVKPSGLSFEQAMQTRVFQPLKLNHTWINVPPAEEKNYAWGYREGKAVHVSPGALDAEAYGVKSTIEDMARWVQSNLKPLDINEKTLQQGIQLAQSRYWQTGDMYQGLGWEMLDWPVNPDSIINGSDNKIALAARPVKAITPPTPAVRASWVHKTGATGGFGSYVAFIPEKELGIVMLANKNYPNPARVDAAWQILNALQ
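20 mM phosphate pH 7.0 + 0.01% (detergent screen) or 0.0001% Triton X-100; 5.3 nM AmpC reagent; cpd preinc 15 min RT; nitrocefin (800 uM stock) to start; A480 q20 s × 4 min; Activity was normalised to no-enzyme and no-compound control wells.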
AmpC no deterg: blocks E. coli AmpC beta-lactamase in detergent-free assay; AmpC nitrocefin hydrolysis, absorbance 480 nm, 0.0001% Triton; Potency, µM (titrated, usually from 57.1 µM), for inactives: at the top dose activity change, negative = inhibition, hits mostly inhibitors; AID 485341; hit rate 0.52% among 330,000; P00811;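 note: potency is the fitted concentration of half-maximal effect; plate controls were no compound for no effect and no enzyme for full effect; nearly all actives have a fitted effect of over 20% in size; some results filed as inactive show a strong effect at the top dose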
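20 mM phosphate pH 7.0 + 0.01% (detergent screen) or 0.0001% Triton X-100; 5.3 nM AmpC reagent; cpd preinc 15 min RT; nitrocefin (800 uM stock) to start; A480 q20 s × 4 min; Activity was normalised to no-enzyme and no-compound control wells.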
* marks the source's active call; other numbers are inactive results; [ ] = another dose, or the depositor's remark. Unless noted, calls come from the whole dose curve; as a rule, active = well fitted curve in the direction sought with a large enough effect; inconclusive = small, poorly fitted or top-dose-only effect, or another doubt; inactive = no such curve, though single readings can be large; an effect the other way counts as inactive or inconclusive. Unless noted, % is set by controls: 0 for no effect and ±100 for the full control effect. An unsorted share of the library; any-hit rate near 7.5%.

`Cc1cccc(C(=O)NCc2nnc(SCC(=O)Nc3nnc(C)s3)n2C)c1` gave HCV inhibitor 6%, AMA1-RON2 inh 2%, TbPYK inhibitor 1%, HCMV antiviral -33, LmPK inh 0%, AmpC inh detg -2% and AmpC no deterg -15%.
`CC(C)c1ccc(NC(=O)C2Cc3c(-c4ccco4)ccnc3O2)cc1` (configuration not stated) gave AMA1-RON2 inh -17%, TbPYK inhibitor 6% and HCMV antiviral -37.
`CCCC(=O)Nc1cc(Cl)ccc1C` gave HCV inhibitor -3%, AMA1-RON2 inh 0%, TbPYK inhibitor -5%, HCMV antiviral 5, LmPK inh 2%, AmpC inh detg 0% and AmpC no deterg -5%.
`O=C(NC1CCCCC1)C(=S)NC1CCCCC1` gave LmPK inh 1%, AmpC inh detg 0% and AmpC no deterg 1%.
For COc1ccc(OC)c(NC(=O)c2oc3c(c2C)C(O)CC(C)(C)C3)c1 (configuration not stated) the results were HCV inhibitor inconclusive, AMA1-RON2 inh -4%, TbPYK inhibitor 0%, HCMV antiviral -12, LmPK inh -5%, AmpC inh detg 3% and AmpC no deterg 143%[activator].
For CN(Cc1ccccc1)C(=O)[C@@H]1CCCN1C(=O)[C@@H]1CCCN1C(=O)c1cccc(Cl)c1 the results were AMA1-RON2 inh -4%, TbPYK inhibitor -4% and HCMV antiviral 7.
Screening COc1ccc(/C=C(/NC(=O)c2cccs2)C(=O)NC(C)(C)C)cc1OC returned HCV inhibitor -9%, AMA1-RON2 inh 5%, TbPYK inhibitor -3%, HCMV antiviral -17, LmPK inh 5%, AmpC inh detg -20% and AmpC no deterg -7%.
Screening O=C(O)CNC(=O)C12CC3CC(CC(Cl)(C3)C1)C2 returned HCV inhibitor 30%[activator], AMA1-RON2 inh -3%, TbPYK inhibitor -1%, HCMV antiviral 11, LmPK inh 5%, AmpC inh detg -1% and AmpC no deterg -20%.
For COCCOC(=O)c1cc(C(=O)c2cc(Cl)ccc2O)coc1=N the results were HCV inhibitor -9%, AMA1-RON2 inh 6%, TbPYK inhibitor -4%, HCMV antiviral 14, LmPK inh -5%, AmpC inh detg 4% and AmpC no deterg -24%.
`CCOC(=O)C(=O)Nc1ccccc1C(=O)OCC` gave HCV inhibitor 5%, AMA1-RON2 inh 5%, TbPYK inhibitor -6%, HCMV antiviral 6, LmPK inh 0%, AmpC inh detg -2% and AmpC no deterg -1%.
CCOc1ccc(NC(=O)CCN2C(=O)C3CCCCC3C2=O)cc1OCC (configuration not stated) was read as HCV inhibitor 12%, AMA1-RON2 inh -2%, TbPYK inhibitor -9%, HCMV antiviral -11, AmpC inh detg -13% and AmpC no deterg -13%.
For O=S(=O)(NC1=NCCC1)c1cccc(NS(=O)(=O)c2ccc(OC(F)(F)F)cc2)c1 the results were HCV inhibitor 3%, AMA1-RON2 inh -2%, TbPYK inhibitor -10%, HCMV antiviral -28, LmPK inh 2%, AmpC inh detg -7% and AmpC no deterg -23%.
Screening CCc1nnc(NC(=O)c2sc3nc4c(cc3c2N)CCCCCC4)s1 returned HCV inhibitor 0%, AMA1-RON2 inh 22%, TbPYK inhibitor -4%, HCMV antiviral 59, LmPK inh 5%, AmpC inh detg -4% and AmpC no deterg 41%.
`O=C(Nc1ccc(F)cc1)C1CCCN(S(=O)(=O)c2ccc(-n3cnnn3)cc2)C1` (configuration not stated) gave HCV inhibitor -14%, AMA1-RON2 inh 1%, TbPYK inhibitor -19%, HCMV antiviral -38, LmPK inh 9%, AmpC inh detg -6% and AmpC no deterg -3%.
For Nc1ccc(O)cc1C(=O)OCC(=O)c1ccc(C2CCCCC2)cc1 the results were HCV inhibitor inconclusive, AMA1-RON2 inh -3%, TbPYK inhibitor -16%, HCMV antiviral -95*, LmPK inh 0%, AmpC inh detg -4% and AmpC no deterg -52%.

Overlap with the part before: 3 compounds; new compounds follow.
Screening CCc1nnc(NC(=O)c2sc3nc4c(cc3c2N)CCCCCC4)s1 returned HCV inhibitor 0%, AMA1-RON2 inh 22%, TbPYK inhibitor -4%, HCMV antiviral 59, LmPK inh 5%, AmpC inh detg -4% and AmpC no deterg 41%.
`O=C(Nc1ccc(F)cc1)C1CCCN(S(=O)(=O)c2ccc(-n3cnnn3)cc2)C1` (configuration not stated) gave HCV inhibitor -14%, AMA1-RON2 inh 1%, TbPYK inhibitor -19%, HCMV antiviral -38, LmPK inh 9%, AmpC inh detg -6% and AmpC no deterg -3%.
For Nc1ccc(O)cc1C(=O)OCC(=O)c1ccc(C2CCCCC2)cc1 the results were HCV inhibitor inconclusive, AMA1-RON2 inh -3%, TbPYK inhibitor -16%, HCMV antiviral -95*, LmPK inh 0%, AmpC inh detg -4% and AmpC no deterg -52%.
Screening CC1=C(C(=O)NCc2ccccc2)C(c2ccc(C)o2)n2ncnc2N1 (configuration not stated) returned HCV inhibitor -2%, AMA1-RON2 inh 6%, TbPYK inhibitor 8%, HCMV antiviral 16, LmPK inh -7%, AmpC inh detg -1% and AmpC no deterg -12%.
For COc1ccccc1-n1c(SC(C)C(=O)NCC2CCCO2)nc2cc(Cl)ccc2c1=O (configuration not stated) the results were HCV inhibitor inconclusive, AMA1-RON2 inh 6%, TbPYK inhibitor 3%, HCMV antiviral -15, AmpC inh detg -22% and AmpC no deterg 90%[activator].
Screening Cc1ccc(S(=O)(=O)CCC(=O)OCCOc2cccc(Br)c2)cc1 returned HCV inhibitor 5%, AMA1-RON2 inh 22%, TbPYK inhibitor -12%, HCMV antiviral -23, AmpC inh detg -8% and AmpC no deterg 13%.
For O=C(CSc1nccc(=O)[nH]1)Nc1ccc(N2CCOCC2)cc1 the results were HCV inhibitor 14%, AMA1-RON2 inh -13%, TbPYK inhibitor 6%, HCMV antiviral 6, LmPK inh 1%, AmpC inh detg -1% and AmpC no deterg -4%.
`Cc1ccccc1Nc1c(-c2cccs2)nc2cccc(C)n12` gave TbPYK inhibitor 1%, HCMV antiviral 6 and AmpC inh detg 2%.
`Nc1cccnc1Sc1cc(Cl)c(Cl)cc1Cl` gave HCV inhibitor 9%, AMA1-RON2 inh 14%, HCMV antiviral 42, LmPK inh 2%, AmpC inh detg 5% and AmpC no deterg -20%.
For CCOc1ccc(OCCOc2ncnc3ccccc23)cc1 the results were HCV inhibitor 2%, AMA1-RON2 inh -2%, TbPYK inhibitor -6%, HCMV antiviral 56, LmPK inh -4%, AmpC inh detg inconclusive and AmpC no deterg -8%.
`COc1ccc(O[C@H]2C=C[C@@H](c3ccccc3)O[C@@H]2CO/N=C/C[C@@H]2C=C[C@H](OC(C)=O)[C@@H](COC(C)=O)O2)cc1` gave HCV inhibitor 2%[8.37 µM], LmPK inh 3%, AmpC inh detg -3% and AmpC no deterg 206%[activator].
For CC1(C)C=Cc2cc(-c3coc4cc(O)cc(O)c4c3=O)cc(O)c2O1 the results were HCV inhibitor 11µM*, AMA1-RON2 inh -6%, TbPYK inhibitor -1% and HCMV antiviral -61*.
For N#Cc1ccc(NC(=S)NC(=O)C2CC2)cc1 the results were AMA1-RON2 inh 0%, TbPYK inhibitor 2% and HCMV antiviral -19.
CCC(C)NC(=O)CSc1c2c(nc3ccccc13)CCCC2 (configuration not stated) was read as HCV inhibitor inconclusive, AMA1-RON2 inh 4%, TbPYK inhibitor 3%, HCMV antiviral 66, LmPK inh 0%, AmpC inh detg -1% and AmpC no deterg -24%.
COc1ccc(NC(=O)CC(CC(=O)O)c2cc(OC)c(OC)c(OC)c2)cc1 (configuration not stated) was read as HCV inhibitor -16%, AMA1-RON2 inh 7%, TbPYK inhibitor 6%, HCMV antiviral -32, LmPK inh 4%, AmpC inh detg -8% and AmpC no deterg -15%.
For Cc1ccccc1C(=O)N1CCC(C(=O)Nc2ccc3c(c2)OCO3)CC1 the results were HCV inhibitor 3%, AMA1-RON2 inh -5%, TbPYK inhibitor 0%, HCMV antiviral -17, LmPK inh -4%, AmpC inh detg -16% and AmpC no deterg -6%.
For CC(=O)Nc1ccc(N2C(=O)c3ccc(C(=O)Nc4nnc(SCc5ccc(F)cc5)s4)cc3C2=O)cc1 the results were HCV inhibitor 10%, AMA1-RON2 inh 5%, TbPYK inhibitor -2%, HCMV antiviral -5, LmPK inh 2%, AmpC inh detg inconclusive and AmpC no deterg -15%[2.29 µM].
Screening CN1CCC(CNC(=O)Nc2ccccc2)(c2ccccc2)CC1 returned HCV inhibitor 5%, AMA1-RON2 inh -3%, TbPYK inhibitor -6%, HCMV antiviral -1, LmPK inh -1%, AmpC inh detg inconclusive and AmpC no deterg -36%.
`COc1cc(C(C(=O)NCC2CCCO2)N(C(=O)Cn2nnc3ccccc32)c2ccc(C(C)=O)cc2)ccc1O` (configuration not stated) gave HCV inhibitor 3%, AMA1-RON2 inh -7%, TbPYK inhibitor 3%, HCMV antiviral 46, LmPK inh 3%, AmpC inh detg 1% and AmpC no deterg 2%.
`S=c1[nH]nc(-c2ccc(Cl)cc2)n1-c1cccnc1` gave HCV inhibitor 20%, AMA1-RON2 inh 20%, TbPYK inhibitor inconclusive, HCMV antiviral 71, LmPK inh 11µM*, AmpC inh detg -4% and AmpC no deterg -24%.
O=C(N/N=C/c1cn(-c2ccccc2)nc1-c1ccc(F)cc1)c1ccc2c(c1)OCO2 was read as HCV inhibitor inconclusive, AMA1-RON2 inh -2%, TbPYK inhibitor -7%, HCMV antiviral 1, LmPK inh -2%, AmpC inh detg -1% and AmpC no deterg -34%.
For COc1ccc(S(=O)(=O)NCc2csc(C)n2)cc1 the results were HCV inhibitor 10%, AMA1-RON2 inh 8%, TbPYK inhibitor 2%, HCMV antiviral 24, LmPK inh -2%, AmpC inh detg -12% and AmpC no deterg -18%.
Cn1nnnc1NCc1c(F)cccc1Cl was read as HCV inhibitor 4%, AMA1-RON2 inh -2%, TbPYK inhibitor -5%, HCMV antiviral -5, LmPK inh -2%, AmpC inh detg inconclusive and AmpC no deterg -8%.
CC1(c2nc3ccccc3[nH]2)CCC(=O)N1Cc1cccs1 (configuration not stated) was read as AMA1-RON2 inh -12%, TbPYK inhibitor -6% and HCMV antiviral -4.
`N#Cc1ccccc1OCC(=O)OCC(=O)c1c[nH]c2ccccc12` gave HCV inhibitor 8%, AMA1-RON2 inh -4%, TbPYK inhibitor 0%, HCMV antiviral 60, AmpC inh detg inconclusive and AmpC no deterg -15%.
Screening Cc1nc(C(F)(F)F)ccc1C(=O)N1CCCC1(C)C(=O)NCC(C)C (configuration not stated) returned AMA1-RON2 inh 9%, TbPYK inhibitor 6% and HCMV antiviral 9.
